Screens from PubChem BioAssay.
V-ATPase pH: yeast V-ATPase proton transport regulation by pHLuorin. 350,000 tested, 0.37% active. response, % at 10 µM. S. cerevisiae, pHLuorin cytosolic pH fluorescence. AID 504577; in the data active means response mostly above about 7.3%, no sharp cut-off; inactive means mostly below about 5.4%; further: actives read high; inactives centre near 0; some compounds called inactive have numbers as strong as hits; reference of the scale not given here
CAL PDZ FP: blocks peptide binding to the human CAL PDZ domain. inhibition, % at 24.9 µM. AID 602252. purified CAL PDZ, TMR-peptide fluorescence polarization, 1 h. 300,000 tested, 0.92% active;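 active means mean inhibition of at least 30% with at least half of replicates also reaching 30%; inconclusive means no clear call, values can overlap the other calls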;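 further: 0% = DMSO neutral control and 100% = excess unlabeled competitor peptide PRC23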
Cardiac RTF inh: cardiac RTF calcium desensitization; P19429+P45379; IANBD-labeled cardiac RTF, Ca2+ fluorescence; inhibition, % at 7.15 µM; 340,000 tested, 0.12% active; AID 493244;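 active means inhibition above the mean inhibition of all tested compounds plus 3 SD, cut at about 17% in these data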;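 further: assay run at fixed EC70 calcium of 1.6 mM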
MOR-DOR inv ag: inverse agonist of human OPRM1-OPRD1 heterodimerization; P35372+P41143; cell-based MOR-DOR heterodimer luminescence, inverse agonism; inhibition, % at 9.3 µM; 340,000 tested, 0.21% active; in the data active means inhibition above about 22%, passing the limit was not always enough;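 further: 0% = cells with DMSO and 100% = wells without cells with DMSO; values of inactives mirror those of a sister screen read the other way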
cardiac RTF act: cardiac RTF calcium sensitization; P19429+P45379; IANBD-labeled TnC RTF fluorescence at EC20 calcium; 0% EC20 calcium, 100% full calcium; activation, % at 7.2 µM; 340,000 tested, 0.24% active; AID 493008;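 active means activation above the mean over all tested compounds plus 3 SD, cut at about 30% in these data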;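 further: rise in fluorescence read as greater calcium sensitivity of cardiac thin filaments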
Keap1-Nrf2 PPI: disrupts human Keap1 binding to Nrf2 peptide | Q14145 | Keap1 Kelch-Nrf2 peptide fluorescence polarization, 1536-well | inhibition, % at 9.4 µM | 340,000 tested, 0.15% active | AID 504523; in the data active means inhibition above about 12%; inconclusive means no clear call, values can overlap the other calls; inactive means below about 7.3%;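 further: human Keap1 Kelch domain with fluorescein labeled Nrf2 9mer peptide probe; 0% = neutral control wells and 100% = peptide positive control; higher means more block of Keap1 binding to Nrf2 peptide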
Target sequence (Q14145 whole entry, looked up, the tested form may be a part): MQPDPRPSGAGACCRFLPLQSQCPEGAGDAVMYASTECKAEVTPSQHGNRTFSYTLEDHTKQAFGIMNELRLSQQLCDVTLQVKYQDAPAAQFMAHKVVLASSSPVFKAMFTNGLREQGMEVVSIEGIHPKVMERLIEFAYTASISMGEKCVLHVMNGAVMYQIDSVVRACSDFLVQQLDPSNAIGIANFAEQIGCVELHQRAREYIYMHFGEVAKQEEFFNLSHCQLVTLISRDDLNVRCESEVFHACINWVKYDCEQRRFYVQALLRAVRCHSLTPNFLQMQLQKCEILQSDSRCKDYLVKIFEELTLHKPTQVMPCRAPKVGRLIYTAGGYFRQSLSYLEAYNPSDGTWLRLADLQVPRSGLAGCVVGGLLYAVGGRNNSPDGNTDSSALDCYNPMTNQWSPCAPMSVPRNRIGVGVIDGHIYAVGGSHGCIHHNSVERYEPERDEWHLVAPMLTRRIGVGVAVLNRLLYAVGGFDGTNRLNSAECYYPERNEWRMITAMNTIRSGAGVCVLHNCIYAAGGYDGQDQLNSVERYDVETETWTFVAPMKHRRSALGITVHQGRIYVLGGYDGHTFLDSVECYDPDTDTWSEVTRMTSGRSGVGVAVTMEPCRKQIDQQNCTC
LANA DNA inh: KSHV C-LANA DNA binding inhibition; MBP-C-LANA/FAM-LBS DNA binding, fluorescence polarization; inhibition, % at 9 µM; 340,000 tested, 0.078% active; AID 504423;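 active means highest replicate inhibition at or above 60% at 9 µM, even if other replicates fall short; inactive means all replicates below 60% inhibition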;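 further: 0% = neutral control wells and 100% = 4 µM acridine orange control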
HTR5A inv ctr: HTR5A inverse agonism, opioid heterodimer counter-screen; P47898; HTR5A cell line, luminescence; inhibition, % at 9.3 µM; 340,000 tested, 0.083% active; in the data active means inhibition mostly above about 23%, no sharp cut-off; inactive means mostly below about 18%;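 further: 0% = cells with DMSO and 100% = no-cell wells with DMSO; some compounds called inactive have numbers as strong as hits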
Target sequence (P47898 whole entry, looked up): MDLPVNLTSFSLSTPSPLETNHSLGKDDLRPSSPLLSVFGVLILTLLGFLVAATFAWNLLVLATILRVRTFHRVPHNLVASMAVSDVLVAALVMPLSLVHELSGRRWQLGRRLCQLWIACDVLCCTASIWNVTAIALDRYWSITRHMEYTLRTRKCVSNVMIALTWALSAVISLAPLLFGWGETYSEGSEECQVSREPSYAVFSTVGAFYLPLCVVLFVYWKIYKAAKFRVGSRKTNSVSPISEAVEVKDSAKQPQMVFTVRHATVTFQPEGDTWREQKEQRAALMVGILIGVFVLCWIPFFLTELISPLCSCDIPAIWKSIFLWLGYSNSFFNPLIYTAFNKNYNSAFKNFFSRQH
MOR-DOR ag: OPRM1-OPRD1 heterodimerization agonism | cells, luminescence | P35372+P41143 | AID 504326 | activation, % at 9.3 µM | 340,000 tested, 0.3% active; in the data active means activation above about 18%;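 further: 0% = vehicle-treated cells and 100% = reference agonist; values of inactives mirror those of a sister screen read the other way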
HTR5A ag ctr: HTR5A agonism, opioid heterodimer counter-screen; 340,000 tested, 0.61% active; HTR5A agonist assay, luminescence, cell-based; activation, % at 9.3 µM; AID 504692; P47898; in the data active means activation mostly above about 9.5%, no sharp cut-off; inactive means mostly below about 7.6%;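 further: 0% = cells with vehicle only and 100% = reference agonist; strong numbers were not always called active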
Starred values were filed as active, the others as inactive; ? = inconclusive; . = not tested or not shown.

Below each compound – V-ATPase pH	CAL PDZ FP	Cardiac RTF inh	MOR-DOR inv ag	cardiac RTF act	Keap1-Nrf2 PPI	LANA DNA inh	HTR5A inv ctr	MOR-DOR ag	HTR5A ag ctr
COCCCN1CC(=O)N2C(c3cccc(OC)c3OC)c3[nH]c4ccccc4c3C[C@H]2C1=O (some centres not stated)
→ -1.5	8.5	-6.2	10.3	-9.3	0.9	0.3	3.8	-2.1	-1.0
O=S(=O)(c1ccc2nc(-c3ccccc3)[nH]c2c1)N1CCN(c2cccc(Cl)c2)CC1
→ -2.1	-1.0	-8.9	-27.8	-0.4	-1.0	6.0	-2.7	5.1	12.3
CCOC(=O)C1=C(CC)Nc2ccccc2N/C1=N\S(=O)(=O)c1ccccc1OC
→ 6.6	-3.3	12.3	3.1	-1.6	-2.5	0.3	-21.0	-0.8	0.2
Cc1cc(-c2n[nH]c(=S)n2CC(C)C)cs1
→ 2.9	-1.8	0.3	-4.4	-6.7	5.8	7.9	24.2	0.8	-7.1
CCCNC(=O)Cc1c(OC)ccc2cc(Br)ccc12
→ 0.5	-2.4	-3.6	-17.8	9.8	-3.4	-0.2	-45.7	3.1	13.4*
CCOC(=O)Cn1nc(C)c(-c2ccccc2)c1N
→ -3.9	-7.5	2.9	13.2	1.4	0.0	-0.4	6.4	-2.5	-3.7
Cc1cccc(N=Nc2ccc(O)c3ncccc23)c1
→ -4.2	-1.8	-4.0	-8.5	-1.5	1.6	1.7	20.8	1.7	-6.6
O=C(Nc1ccccc1F)C(=O)c1cn(CC(=O)N2CCCCC2)c2ccccc12
→ -2.1	-3.0	-8.1	15.5	-9.2	1.2	0.6	1.8	-3.3	-0.7
CN1/C(=C\C(=O)COC(=O)CNC(=O)c2ccc3ccccc3c2)C(C)(C)c2ccccc21
→ -0.9	1.6	-18.7	-20.6	4.2	-6.7	0.6	-8.6	2.9	3.2
CC(C)(O)C#Cc1ccc(C(=O)N2CCC(C(N)=O)(N3CCCCC3)CC2)cc1
→ 1.9	1.3	-17.9	-7.5	-3.6	-0.1	1.5	-9.9	1.4	2.8
COc1ccccc1C(=O)N1CCNC(=O)C1CC(=O)Nc1cccc(C)c1 (configuration not stated)
→ -1.4	-3.7	-2.7	5.3	-0.1	-4.5	-2.2	-2.0	-0.9	0.8
Clc1ccc(OCc2nn3c(-c4ccncc4)nnc3s2)cc1
→ 0.5	-1.5	-6.4	14.7	3.0	-4.7	5.5	0.3	-2.9	-0.1
C#CCNC(=O)C1=C[C@H](C(C)(C)C)C[C@H](OCc2ccc(CO)cc2)O1
→ 4.9	-2.0	-17.0	11.2	2.9	2.3	-0.2	0.0	-1.9	2.0
O=C(O)c1ccc[nH]c1=S
→ -0.8	1.2	-6.6	2.2	2.1	0.3	-0.8	28.3	-0.4	-4.1
COc1ccc2oc(=O)c(-c3nc(C)cs3)cc2c1
→ -4.1	.	-2.2	-4.1	0.5	-0.3	0.4	-5.5	0.7	2.6
CCc1sc(C(=O)Nc2cc(Cl)ccc2N2CCCCC2)cc1C
→ -7.8	-16.4	-0.4	5.5	-1.6	-0.4	0.1	28.6	-0.9	0.3
CN(c1ccccc1C(N)=O)S(=O)(=O)c1ccccc1
→ 1.4	-3.6	-10.0	16.7	-1.3	-2.8	0.0	13.7	-3.6	1.7
Cc1ccc(S(=O)(=O)NCC(=O)OCCOc2ccc(Br)cc2)cc1
→ 0.1	-0.7	-4.2	-46.0	-1.6	-2.3	1.4	-8.1	11.3	3.3
CCOc1cc(S(=O)(=O)n2nc(C)cc2C)ccc1F
→ 1.5	-2.5	-2.9	9.5	1.8	-5.7	1.0	8.9	-1.9	-2.9
C#CC1(O)CC(C)NCC1(C)CCC#N (configuration not stated)
→ -0.2	-0.4	-7.4	14.5	0.8	-0.8	0.0	6.4	-3.1	-2.0
CCOc1ccccc1CNC(=O)c1cc2occc2n1C
→ 0.7	.	-6.2	9.7	-0.7	-1.1	0.0	-38.1	-1.9	13.6
CN(CCCN1CCCCC1)C(=O)CCc1nnc(C2CCCCC2)o1
→ 0.0	1.3	-4.3	12.7	-1.7	0.6	-0.8	8.6	-2.4	-3.1
COc1ccc(-n2c(Cc3cccn3C)nnc2SCC(=O)Nc2ccccc2F)cc1
→ 2.4	.	-3.6	11.9	4.4	-16.1	-3.4	-19.5	-2.3	7.0
CC1CCN(S(=O)(=O)c2nnc(NC(=O)c3cccc([N+](=O)[O-])c3)s2)CC1
→ 3.6	0.4	-4.2	11.8	-3.0	-1.6	0.4	0.3	-2.4	-0.1
CC(=O)NC(CCS(C)(=O)=O)C(=O)Nc1cccc(C)c1 (configuration not stated)
→ -2.7	3.0	0.3	0.7	-6.8	-3.9	2.6	-16.9	-0.1	-4.1
CCCCn1c(N)c(N(CCOC)C(=O)CCNC(=O)c2ccc(Br)cc2)c(=O)[nH]c1=O
→ 2.6	-0.5	-4.9	-0.6	8.8	-2.4	-0.2	-19.6	0.1	-0.1
O=C(OCc1nc2scc(-c3ccccc3)c2c(=O)[nH]1)c1cccc([N+](=O)[O-])c1
→ -1.6	-2.7	-0.1	-4.0	8.3	-3.4	4.4	-4.3	0.8	1.2
S=C1NCN(Cc2ccco2)CN1c1ccccc1
→ 1.1	-2.1	0.7	2.2	2.7	-2.6	-1.2	-43.5	-0.4	-0.1
CCCN(CC(=O)Nc1ccccc1OC)C(=O)c1cnc(Cl)c(Cl)c1
→ 2.2	-4.4	-2.2	19.2	-3.0	1.3	-0.2	14.3	-3.6	0.1
COc1cc(OC)cc(-c2cc3nc(C)c(CCC(=O)O)c(C)n3n2)c1
→ 2.8	.	-6.0	8.5	2.1	-5.1	0.1	0.9	-1.4	-0.3
COc1ccc(C(=O)NC2CCN(C(=S)Nc3ccc(C)cc3)CC2)cc1
→ -2.6	-3.5	-7.9	13.7	1.5	?	0.8	-15.8	-2.8	-0.1
O=C(C1CC1)N1CCc2cc(S(=O)(=O)N3CCOCC3)ccc21
→ -0.9	-1.4	-9.2	5.0	4.4	-8.0	3.7	-23.7	-0.8	-2.0
CCN(Cc1nc2ccccc2c(=O)[nH]1)Cc1cc(=O)oc2cc(OC)ccc12
→ 7.6	-3.4	-1.9	12.4	-5.6	-0.7	-1.2	13.1	-2.9	2.3
Cc1cc(C)n(CC(=O)NNC(=O)c2ccc(OC(F)(F)F)cc2)n1
→ -0.8	6.0	1.5	6.0	4.4	-5.6	.	-29.9	-1.1	7.3
CC1Oc2ccccc2N(CC(=O)Nc2ccc3c(c2)OCO3)C1=O (configuration not stated)
→ 2.6	1.5	2.3	0.5	-8.0	0.0	1.4	8.9	-0.1	2.5
NC(=O)c1cc(S(=O)(=O)N2CCOCC2)ccc1Sc1ccccc1N
→ 2.4	.	-5.1	9.9	-6.8	2.5	1.3	-2.2	-1.6	-0.1
COc1cc(OC)cc(C(=O)NC(=S)Nc2ccc(Cl)c(C(=O)O)c2)c1
→ .	.	-5.4	13.5	-3.0	-0.9	-0.1	17.5	-2.7	1.1
CCC(C)C(NC(=O)/C(=C\c1ccccc1)NC(=O)c1ccc(OC)cc1)C(=O)O (configuration not stated)
→ -1.4	-2.1	-10.0	13.5	-1.9	-0.6	0.0	-3.0	-2.6	5.0
O=C(NCCCN1CCOCC1)c1csc2c1CCCC2
→ 2.0	-0.6	6.3	-18.2	-0.1	0.2	-1.3	2.8	2.9	-1.1
COc1ccc(C(=O)Nc2cc(C)on2)cc1[N+](=O)[O-]
→ 1.7	-3.4	-4.3	6.6	2.8	-5.7	-1.3	2.1	-1.4	3.0
CSc1nc2sc3c(c2c(=O)n1C)CCCC3
→ 3.7	-1.2	-2.1	-31.7	-4.7	2.5	0.3	2.5	5.6	-1.0
CN1CCN(C2=C(Cl)C(=O)N(C3CCCCC3)C2=O)CC1
→ 5.4	-5.5	-2.8	9.8	-0.5	0.7	4.5	24.8	-1.9	3.5
CC1CCCN(C(=O)CSc2nnc3n(C4CCCC4)c(=O)c4ccccc4n23)C1 (configuration not stated)
→ 1.7	2.6	-5.6	1.4	-2.4	-0.3	3.0	20.2	-0.3	-2.6
O=C(CC1Sc2ccccc2NC1=O)NCc1ccccc1 (configuration not stated)
→ 2.1	.	-3.2	19.9	0.5	-0.8	1.0	-6.5	-3.9	2.4
CCOc1ccc(S(=O)(=O)NCc2ccccc2Cl)cc1C(N)=O
→ 2.0	-0.9	-2.9	15.8	1.6	1.5	-1.2	-5.7	-3.3	-1.4
CCOc1cc(N2CCOCC2)c(OCC)cc1NC(=O)CN1CCc2ccccc2C1
→ -3.2	-18.0	-7.4	1.9	-3.0	-7.5	-0.3	13.9	-0.3	-5.5
CCCc1nnc(SCC(=O)N2C(C)CCCC2C)n1CC1CCCO1 (configuration not stated)
→ -1.3	-4.3	0.1	15.2	0.9	3.0	2.5	15.4	-2.5	0.5
CCN(CC)C1CCN(C(=O)CCc2nnc(CCCCc3ccccc3)o2)C1 (configuration not stated)
→ 11.7	7.2	-3.0	3.8	2.2	0.9	-0.5	1.2	-0.7	-0.5
CCCCNC(=O)C(CC)Sc1nc2sc(C(=O)OC)c(C)c2c(=O)n1N (configuration not stated)
→ 0.1	0.4	-5.6	10.2	0.9	6.6	-1.5	0.6	-2.1	0.7
COc1ccc(C)cc1N1CC(C(=O)Nc2ccccc2N2CCCCC2)CC1=O (configuration not stated)
→ -6.8	-14.1	-0.4	-0.3	-2.8	-4.2	-0.7	13.6	0.1	-5.5
CCOC(=O)c1cnc2ccc(C)cc2c1Nc1ccc(N2CCOCC2)cc1
→ 2.3	2.8	-8.9	-21.4	-2.3	-2.1	1.3	0.5	4.3	2.5
CCOC(=O)c1ccccc1NC(=O)c1c(F)c(F)c(F)c(F)c1F
→ -0.9	1.9	-1.4	-32.0	-0.6	-0.5	-0.2	-47.0	5.9	1.8
CC(C)CNC(=O)COC(=O)c1c2c(nc3ccccc13)CCC2
→ 0.1	-4.1	-9.1	6.0	-0.1	-4.6	0.8	-5.4	-0.9	5.2
CC(=O)Nc1ccc(N2CCN(C(C)=O)CC2)cc1
→ 0.7	-4.3	-5.7	-3.1	-0.7	0.5	-1.6	-1.7	0.6	0.7
CCOC(=O)c1ccc(NC(=O)CSc2ccc(-c3ccncc3)nn2)cc1
→ 1.6	1.5	-8.2	-28.6	6.2	0.7	-0.2	-24.8	5.9	-0.6
O=C(CC12CC3CC(CC(C3)C1)C2)N/N=C\c1ccc[nH]1
→ 3.1	-5.0	-18.8	-9.3	3.9	1.9	-0.9	-7.0	1.3	2.5
CC1CCC2(CC1)NC(=O)N(CC(=O)NCCc1ccccc1)C2=O (configuration not stated)
→ 0.9	-3.5	0.1	3.9	-2.4	0.2	-0.1	-16.1	-0.8	4.1
CC(C)(C)n1nc2c(c1NC(=O)c1ccc(Br)o1)CS(=O)C2 (configuration not stated)
→ 2.3	-0.2	-3.9	14.0	-0.9	0.6	0.6	-3.0	-2.6	-4.3
COc1cc(-c2nnc(SCc3c(F)cccc3Cl)o2)cc(OC)c1OC
→ 0.7	4.2	0.8	16.7	7.8	-5.1	2.8	-3.0	-3.0	1.9
COc1ccccc1CNC(=O)C(C)Sc1ccc(C)cc1 (configuration not stated)
→ -1.2	0.2	-7.2	6.5	5.5	0.3	-0.3	3.6	-1.3	-1.3
